# Compound activity deposited in PubChem BioAssay by National Center for Advancing Translational Sciences (NCATS).
# ERG-DNA inh – ERG Ets/DNA interaction inhibition; fluorescence polarization, His-ERG Ets domain / labelled DNA; AID 624246; P11308; Potency, µM (titrated, usually from 76.9 µM), for the others: top-dose FP activity, negative = inhibition, most hits filed as inhibitors; 370,000 tested, 0.028% active; active = well fitted inhibition curve with a large enough effect in the polarisation, with a control signal flat; inconclusive = small, poorly fitted or top-dose-only effect, or effect the other way, or a change in a side signal; inactive = no such curve, though single readings can be large or run the other way; the % refers to the polarisation;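 note: polarization taken with two DNA probes labelled with fluorescein and Texas red; potency is the fitted concentration of half-maximal effect; % of control where 0% means no effect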
# Target sequence (P11308 whole entry, looked up, the tested form may be a part): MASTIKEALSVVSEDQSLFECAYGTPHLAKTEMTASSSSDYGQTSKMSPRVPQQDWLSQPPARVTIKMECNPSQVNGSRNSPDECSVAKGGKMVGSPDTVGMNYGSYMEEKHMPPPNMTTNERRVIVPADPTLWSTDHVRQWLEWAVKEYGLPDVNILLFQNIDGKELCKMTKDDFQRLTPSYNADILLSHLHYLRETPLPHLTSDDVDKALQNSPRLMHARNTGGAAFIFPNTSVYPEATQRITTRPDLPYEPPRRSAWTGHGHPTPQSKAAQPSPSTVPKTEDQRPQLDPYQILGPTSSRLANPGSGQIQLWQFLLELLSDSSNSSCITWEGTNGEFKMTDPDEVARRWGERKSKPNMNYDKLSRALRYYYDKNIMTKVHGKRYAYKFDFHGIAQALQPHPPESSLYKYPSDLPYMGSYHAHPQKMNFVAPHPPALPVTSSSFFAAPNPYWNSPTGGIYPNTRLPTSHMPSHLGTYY
#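 His-tagged ERG Ets domain (1 uM in the protein solution; 300mM KCl, 50mM Tris-HCl, 1mM EDTA, 1mM DTT, pH 7.5) received compound, then a probe mix of 5 nM fluorescein-DNA and 100nM Texas-615-DNA. Fluorescence polarization was read for both dyes.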
# Vif-A3F inh – blocks the Vif interaction with APOBEC3F. HeLa A3F-eYFP + Vif (tagged APOBEC3F with the HIV-1 protein that degrades it), YFP fluorescence increase. Potency, µM (top dose mostly 46.1 µM), for inactives: at the top dose activity, negative = active. 390,000 tested, 0.2% active. AID 602313; note: potency is the fitted concentration of half-maximal effect; % of control where 0% means no effect; nearly all actives have a fitted effect of over 65% in size
#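 HeLa cells stably expressing A3F-eYFP plus Vif, plated and incubated overnight at 37 deg C, then exposed to compounds overnight at 37 deg C. Blocked degradation read as raised yellow fluorescence (Ex 488/Em 500-530).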
# Vif-APOBEC3G blk – Vif-A3G binding inhibition. Q9HC16. HeLa A3G-eYFP + Vif (tagged APOBEC3G with the HIV-1 protein that degrades it), YFP fluorescence, overnight. Potency, µM (highest dose often 46.1 µM), without a hit: top-dose activity, negative = active, hits mostly inhibitors. 410,000 tested, 0.076% active;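 note: potency is the fitted concentration of half-maximal effect; % is set by controls: 0 for no effect and ±100 for the full control effect; nearly all actives have a fitted effect of over 60% in size; hits raise eYFP signal because A3G escapes Vif-driven loss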
#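 HeLa cells stably expressing Vif and C-terminally eYFP-tagged A3G, seeded overnight at 37 deg C, then exposed to compound by pintool overnight at 37 deg C. Rise in yellow fluorescence (Ex 488/Em 500-530, Acumen) marks blocked Vif-driven A3G degradation.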
# D2 agonist – agonists of human D2 dopamine receptor | P14416 | HEK293 T-REx D2 cells, calcium flux agonist mode | activation, % at 2 µM | 340,000 tested, 0.53% active | AID 485358;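 active = activation over 3 SD above normal in the single-dose calcium agonist read, cut at about 30% in these data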; note: 0% is about no effect
# Target sequence (P14416 whole entry, looked up): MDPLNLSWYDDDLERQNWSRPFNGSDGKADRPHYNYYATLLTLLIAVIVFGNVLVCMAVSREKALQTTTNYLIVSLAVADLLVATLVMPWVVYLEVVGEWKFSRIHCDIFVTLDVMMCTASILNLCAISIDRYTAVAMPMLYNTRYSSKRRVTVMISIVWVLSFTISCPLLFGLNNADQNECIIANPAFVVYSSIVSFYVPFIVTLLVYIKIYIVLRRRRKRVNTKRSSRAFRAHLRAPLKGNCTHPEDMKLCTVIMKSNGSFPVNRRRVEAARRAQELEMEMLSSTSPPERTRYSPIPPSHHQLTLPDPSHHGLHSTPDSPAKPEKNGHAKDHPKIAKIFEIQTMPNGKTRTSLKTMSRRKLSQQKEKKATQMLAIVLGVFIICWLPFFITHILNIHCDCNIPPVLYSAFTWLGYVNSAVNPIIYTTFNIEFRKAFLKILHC
#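 Calcium-flux readout, 1 cycle/sec over 180 s following compound pin transfer, in inducible HEK293 Trex D2 cells (force-coupled); dopamine controls included. Positive calcium responses during this window marked compounds as potential agonists.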
# RGS4 inh – inhibitors of human regulator of G protein signaling 4 | Transcreener GDP fluorescence polarization, RGS4-accelerated GTP hydrolysis | 390,000 tested, 0.039% active | AID 504845 | Potency, µM (doses to about 114 µM), for inactives: at the top dose activity change, negative = inhibition, most hits filed as inhibitors; note: potency is the fitted concentration of half-maximal effect; % is set by controls: 0 for no effect and ±100 for the full control effect; nearly all actives have a fitted effect of over 75% in size; some results filed as inactive show a strong effect at the top dose
#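 MLSMR compounds (23 nl, pin-transferred) preincubated 10 min at room temperature with a 500nM (2x) first reagent, then RGS4 at 900nM (2x) plus Transcreener GDP mix added; fluorescence polarization (620/688 nm) read before and after 90 min at 30 °C.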
# ALOX12 inh – inhibitors of human 12S-lipoxygenase ALOX12. P18054. 580,000 tested, 1.1% active. Potency, µM (top dose mostly 108 µM), for the others: at the top dose activity change, negative = inhibition, hits mostly inhibitors. purified 12hLO, xylenol orange hydroperoxide absorbance. AID 1671190; note: potency is the fitted concentration of half-maximal effect; % is set by controls: 0 for no effect and ±100 for the full control effect
#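 Purified human 12hLO (150 nM final) in 25 mM Hepes, 0.01% Triton X-100, pH 7.0 was preincubated 15 min at room temperature with compound. Then 40 uM arachidonic acid was added, 30 min. Hydroperoxide was read by Fe-XO absorbance ratio 573/405 nm.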
# GRP78 ERSR act – induces the endoplasmic reticulum stress response in human glioma cells; U87-MG GRP78 promoter luciferase reporter, 16 h; Potency, µM, inactives show top-dose activation, hits mostly activators; 420,000 tested, 0.02% active; AID 602332; note: potency is the fitted concentration of half-maximal effect; series mostly up to about 76 µM; % of control where 0% means no effect; nearly all actives have a fitted effect of over 35% in size
#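 Stably transfected U87-MG glioma cells carrying a GRP78-based luciferase sensor; 16 h compound incubation. Luminescence end-point read 10 min after Bright-Glo addition at room temperature.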
# LDHA inh – blocks human lactate dehydrogenase A | P00338 | purified LDHA, NADH/diaphorase-resazurin fluorescence; stronger effect = lower value | activity change, % (values are at about 110 or 230 µM) | 480,000 tested, 0.15% active; in the data active = activity change below about -30%; inconclusive = mostly about -25% to -30%;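 note: plate controls were DMSO wells for no effect and wells without enzyme for full effect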
#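 Enzyme activity of human lactate dehydrogenase 5 (2 nM; 0.06 mM NADH, 0.2 mM pyruvate, 5 min, RT) is measured via a resazurin/diaphorase fluorescence readout of residual NADH.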
# D2 antag – antagonists of human D2 dopamine receptor | P14416 | HEK293 TREx D2 cells, calcium flux, dopamine EC80 | inhibition, % at 10 µM | 340,000 tested, 2% active | AID 485344; in the data active = inhibition above about 30%; note: 0% is about no effect
#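 Read-out: kinetic calcium fluorescence (1 cycle/s) in inducible HEK293 T-REx D2 cells after an EC80 dopamine addition that followed 180 s compound preincubation. Loss of the dopamine response indicates antagonism.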
# Starred values were filed as active, the others as inactive; u = inconclusive; x = not tested or not shown; & = joins results of further samples; [ ] = another dose, or the depositor's remark. Unless noted, calls come from the whole dose curve; as a rule, active = well fitted curve in the direction sought with a large enough effect; inconclusive = small, poorly fitted or top-dose-only effect, or another doubt; inactive = no such curve, though single readings can be large; an effect the other way counts as inactive or inconclusive.
SMILES,ERG-DNA inh,Vif-A3F inh,Vif-APOBEC3G blk,D2 agonist,RGS4 inh,ALOX12 inh,GRP78 ERSR act,LDHA inh,D2 antag
O=C(CCN=C1NS(=O)(=O)c2ccccc21)Nc1ccc(Cl)cc1F,10%,4%,2%,-1.1,-23%,-11%&-11%,5%,2&-1,40*
CCCCCCn1c(Br)nc2c1c(=O)n(C)c(=O)n2C,8%,-11%,0%,-0.2,-32%,-6%,1%,-3,16
C/C=C/C=N/Nc1nc(C)cc(=O)[nH]1,1%,6%,0%,1.7,-8%,5%,-4%,3,-6
CC(=O)Nc1ccc(C(=O)NNC(=O)c2csc(N3CCOCC3)n2)cc1,x,-19%,-4%,x,x,4%,0%,-1,x
CC(OC(=O)c1ccncc1)C(=O)Nc1cc(S(=O)(=O)N2CCCCC2)ccc1Cl (configuration not stated),-11%,6%,0%,0.0,-17%,1%,-5%,-3,11
CC(C)c1ccc(Nc2nnc(SCC(=O)c3nnc(-c4ccccc4)o3)s2)cc1,-4%,-1%,-1%,0.5,u,40µM*,0%,4,-10
CCOc1ccccc1NS(=O)(=O)c1cn(C)nc1C,0%,4%,0%,0.4,-1%,-2%,-1%,0,-4
CCn1nc(NS(=O)(=O)c2ccc([N+](=O)[O-])cc2)c2cc3cc(C)ccc3nc21,4%,1%,0%,-0.9,-7%[11.4 µM],u,-2%,1,-13
Cc1cnc(NC(=O)CSc2nnc(Cc3ccccc3)o2)s1,-6%,3%,-2%,0.5,-14%,22%,1%,1,-15
Cc1nc2cc(C)c(C)cc2o1,0%,-4%,4%,x,2%,8%,-1%,-10,x
C(#Cc1ccccc1)C[N+]1(CC#Cc2ccccc2)CCCCC1,-5%,4%,1%,0.3,u,-1%,-4%,-4,12
Cc1csc2nc(CCNS(=O)(=O)c3ccc4c(c3)OCCO4)cn12,-6%,-4%,-2%,1.1,4%,18%,0%,-2,1
CN(Cc1ccccc1)C(=O)c1cccc(NC(=O)Cc2cccc(NC(=O)C3CCN(C(=O)c4ccccc4)CC3)c2)c1,7%,4%,2%,x,5%,3%,-1%,-10,x
Cc1[nH]c2ccccc2c1C(=O)COC(=O)CCS(=O)(=O)c1ccccc1Cl,x,4%,-12%,-0.4,12%,-28%,-1%,-11,-19
Cc1ccc2cccc(NC(=O)c3ccc(-c4ccc(Br)cc4)o3)c2n1,4%,1%,2%,-1.0,-1%,-4%,-1%,-3,x
O=C(NCc1ccc(Cl)cc1)C1CCCCN1S(=O)(=O)c1ccccc1 (configuration not stated),-2%,-7%,1%,-2.7,6%,-2%,-6%,1,-13
CCOC(=O)C1=CCN(Cc2ccccc2)CC1,-2%,-4%,-10%,83*,-7%,-1%,-1%,0,101*
Fc1ccc(OCc2cc(-c3ccccc3)no2)cc1,-11%,0%,-8%,-3.2,14%,-46%,4%,-1,-20
CCc1cc(C(=O)OC)c(NC(=O)CC2SC(N)=NC2=O)s1 (configuration not stated),22%,4%,-3%,-0.7,39%,-2%,-8%,-5,31*
OCCCNc1ncnc2c1ncn2[C@H]1CN(C2CCCC2)C[C@@H](CO)O1,x,x,-1%,x,x,7%,-1%,-14,x
Cc1ccc(NC(=O)Cn2nc(C(F)(F)F)c3c2CCC3)cc1C,-1%,0%,0%,-1.0,-1%,0%,-4%,-6,x
O=C(NCCCN1CCOCC1)c1cc(-c2ccc3c(c2)OCO3)nc2ccccc12,-2%,1%,0%,1.2,-18%,-24%,-3%,1,10
COc1cc2c(cc1OC)CN(CC(=O)Nc1ccc3c(c1)OC(F)(F)O3)CC2,-9%,-28%,-7%,0.8,-17%,2%,-1%,-4,14
COc1cc(S(=O)(=O)N2CCN(c3ccccc3F)CC2)ccc1Cl,4%,-1%,3%,0.2,17%,2%,-6%,0,-2
COc1ccccc1CNC(=O)C/C(C)=N/NC(=O)Cc1ccc(Cl)cc1,-5%,8%,1%,x,5%,0%,-4%,-9,x

# A run of entries of the results above, for reference:
SMILES,ERG-DNA inh,Vif-A3F inh,Vif-APOBEC3G blk,D2 agonist,RGS4 inh,ALOX12 inh,GRP78 ERSR act,LDHA inh,D2 antag
Fc1ccc(OCc2cc(-c3ccccc3)no2)cc1,-11%,0%,-8%,-3.2,14%,-46%,4%,-1,-20
CCc1cc(C(=O)OC)c(NC(=O)CC2SC(N)=NC2=O)s1 (configuration not stated),22%,4%,-3%,-0.7,39%,-2%,-8%,-5,31*
OCCCNc1ncnc2c1ncn2[C@H]1CN(C2CCCC2)C[C@@H](CO)O1,x,x,-1%,x,x,7%,-1%,-14,x
Cc1ccc(NC(=O)Cn2nc(C(F)(F)F)c3c2CCC3)cc1C,-1%,0%,0%,-1.0,-1%,0%,-4%,-6,x
O=C(NCCCN1CCOCC1)c1cc(-c2ccc3c(c2)OCO3)nc2ccccc12,-2%,1%,0%,1.2,-18%,-24%,-3%,1,10
COc1cc2c(cc1OC)CN(CC(=O)Nc1ccc3c(c1)OC(F)(F)O3)CC2,-9%,-28%,-7%,0.8,-17%,2%,-1%,-4,14
COc1cc(S(=O)(=O)N2CCN(c3ccccc3F)CC2)ccc1Cl,4%,-1%,3%,0.2,17%,2%,-6%,0,-2
COc1ccccc1CNC(=O)C/C(C)=N/NC(=O)Cc1ccc(Cl)cc1,-5%,8%,1%,x,5%,0%,-4%,-9,x

# (next part)
SMILES,ERG-DNA inh,Vif-A3F inh,Vif-APOBEC3G blk,D2 agonist,RGS4 inh,ALOX12 inh,GRP78 ERSR act,LDHA inh,D2 antag
CCOC(=O)NC(=S)Nc1ccc(OC)cc1,-3%,-1%,-1%,-0.4,-10%,-8%,3%,-3,-2
Cc1ccc(NC(=S)NCC2CCCO2)cc1 (configuration not stated),-3%,2%,0%,0.4,-9%,0%,-2%,1,-19
O=C(OCC(=O)N1CCN(C(=O)c2ccco2)CC1)c1ccccc1,-3%,5%,0%,-0.4,8%,7%,1%,2,5
CC(C)(C)CC(C)(C)N=C1Nc2ccccc2NC12C[C@H]1CCC(=O)N3CC[C@@H](C2)[C@@H]13 (some centres not stated),-7%,-3%,-2%&0%,x,-22%,2%,0%&-3%,10,x
Cn1ncc2c(N3CCOCC3)ncnc21,x,-1%,2%,0.6,28%,-10%,1%,-10,4
COC1(OC)C(=N/O)/C(=N\O)CCC1O (configuration not stated),x,2%,2%,x,13%,10%,-3%,3,x
COc1ccc(C)cc1NC(=O)c1cc(-c2ccccc2)nc2c1cnn2C(C)C,-15%,-3%,2%,0.5,8%,54%[activator],-3%,0,5
COc1ccc(C(=O)NCC(=O)OCc2cccc(Br)c2)cc1,-5%,2%,1%,0.8,4%,-1%[57.4 µM],-4%,-2,3
COc1cccc(OCc2cc(C(=O)N3CCCC3c3ccccn3)no2)c1 (configuration not stated),1%,0%,0%,0.3,9%,241%[activator],3%,-5,3
COc1ccc(CN2C(=O)C(CC(=O)NCCCN(C)C)CC(C(=O)N(C)C)=C2C)cc1 (configuration not stated),x,2%,-2%,x,x,-17%,-3%,2,x
O=C(NCCc1ccc2c(c1)OCCO2)c1cccc(S(=O)(=O)N2CCCC2)c1,-12%,1%,7%,-0.3,-1%,32%[activator],0%,-6,2
Cc1ccc(NC(=O)NC(=O)CN2CCCC2c2ccc3c(c2)OCCO3)cc1C (configuration not stated),22%,-16%,-2%,0.6,2%,144%[activator],-1%,3,0
COc1ccc(OCCCSc2ncccn2)cc1,1%,-2%,-1%,0.4,-37%,204%[activator],-8%,-6,26
Cc1ccccc1C(=O)c1cccn1CC(=O)NCc1ccco1,5%,-6%,-5%,x,8%,-13%,-3%,0,x
O=C(/C=C/c1ccccc1)N1CCN(Cc2cc(=O)n3nc(-c4ccccc4F)sc3n2)CC1,-2%,0%,3%,0.3,-7%,-1%,1%,1,x
CCOc1cc2[nH]c(=O)n(Cc3ccc(C(=O)N4CCN(c5ccccc5)CC4)cc3)c(=O)c2cc1OCC,2%,-3%,0%,0.3,22%,2%,-1%,-2,x
CCN1C(=NCCN2CCOCC2)N[C@@H](c2ccccc2)C(C(=O)OC)=C1C,12%,0%,0%,-1.1,10%,-26%,-4%,-7,-20
CCOC(=O)CCCCCC(=O)Nc1ccc2c(c1)C(=O)N([C@@H](C)CO)C[C@H](C)[C@H](CN(C)C(=O)Nc1ccc(C(F)(F)F)cc1)OCCCC[C@H](C)O2,x,8%,0%,x,x,-8%,-2%,1,x
COc1ccccc1/C=N/NC(=O)CC(=O)Nc1ccc(Cl)c(Cl)c1,-6%,5%,1%,0.0,18%,-2%,-3%,-13,3

# Some of the compounds tested. The share of hits here may be higher or lower than overall.
